SSB-PriA inh: inhibitors of Klebsiella pneumoniae PriA binding to SSB C-terminal tail | AlphaScreen SSBct-PriA binding, biotinylated peptide | inhibition, % at 33 µM | actives 0.6% (n = 430,000); in the data active = inhibition mostly above about 37%, no sharp cut-off; inactive = mostly below about 20%;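 note: plate controls were negative control peptide for no effect and reference peptide for full effect; strong numbers were not always called active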
Numbers without * were called inactive; & = joins results of further samples; ! = a repeat was not active.

SMILES	SSB-PriA inh
O=S(=O)(/C=C/c1ccccc1)NCCC(O)c1ccco1 (stereo not drawn)	-4
Cc1cccc(-n2ccn(CC(=O)NCc3ccccc3)c(=O)c2=O)c1C	-21
COc1cc(OC)cc(C(=O)NCCOc2ccc3nnc(-c4cccc(F)c4)n3n2)c1	-10
O=C(O)CC(CC(=O)N(Cc1ccsc1)C1CC1)c1cccs1 (stereo not drawn)	-11
O=C(Nc1cc2ccccc2cc1NC(=O)c1cccc(Cl)c1)c1cccc(Cl)c1	-10
Cn1ccc(C(=O)Nc2ccccc2Oc2ccccc2)n1	-21
Cc1cc(N)n(-c2nc(-c3ccccc3)cc(=O)[nH]2)n1	53*!
CCN=c1scc(C)n1N=Cc1cc(Br)c(O)c(OC)c1	22
NC(=O)c1ccsc1NC(=O)COc1ccc(Cl)cc1	1
C=CCN1CCC2(C)c3cc(O)ccc3CC1[C@@H]2C (stereo partly drawn)	2
COc1cccc2cc(C(=O)Nc3nnc(-c4ccc5c(c4)OCO5)o3)oc12	-10
Cc1noc(NS(=O)(=O)c2ccc(NC(=O)CN(C)c3nc4ccccc4s3)cc2)c1C	6
Cc1sc2nc(SCC(=O)OC(C)(C)C)n(-c3ccccc3)c(=O)c2c1C	-5&4
COc1cc2[nH]c3c(=O)n(CC(=O)NCc4c(C)nn(C)c4C)cnc3c2cc1OC	1
Cc1ccc(-c2nnc(NC(=O)c3cccc(Br)c3)o2)cc1C	-4
CSc1ccc(CNC(=O)c2ccc(-n3nc(C)cc3C)nc2)cc1	-12
O=C(CCOc1ccccc1)Nc1ncc(-c2ccc(Cl)c(Cl)c2)s1	-24&-2
O=C(Nc1cccc(C(F)(F)F)c1)c1cc2cc([N+](=O)[O-])ccc2o1	5
NC1Cc2ccccc2CC1O (stereo not drawn)	-15
Cc1ccc(-c2cc(-c3ccccc3O)nc(NN=Cc3cccnc3)n2)cc1	8
O=C(NCC(c1ccc2c(c1)OCO2)N1CCN(c2ccccc2)CC1)Nc1cccc(Cl)c1 (stereo not drawn)	-7
COc1cccc(OC)c1C(=O)Nc1nc(-c2cc3ccccc3oc2=O)cs1	-19
O=C(COc1ccc(Br)cc1)N/N=C\c1ccc(Br)o1	-8
CC(C)CS(=O)(=O)C1CN(C(=O)[C@@H]2CC=CCC2)C1	-9
COc1ccc(C=NNC(=O)c2ccc(F)cc2)cc1COc1ccccc1C(N)=O	1
Cc1nc2c(=O)n(CC(=O)N3CCc4ccccc43)nc(-c3ccc(Cl)cc3)c2s1	-1
CC(C)c1nnc(C2CCN(C(=O)CSC3CCCC3)CC2)o1	7
NC(=S)NN=Cc1cc([N+](=O)[O-])ccc1OCCOc1ccccc1	-17
CC(=O)Nc1ccc(S(=O)(=O)N2CC(c3nc(-c4ccco4)no3)C2)cc1	-9
COc1cccc(-c2noc(CSc3nc4ccccc4c(=O)n3Cc3ccco3)n2)c1OC	1
Nc1c(C(=O)Nc2ccc(Cl)cc2)c2nc3ccccc3nc2n1/N=C\c1ccco1	-2
O=C(NCCn1nc(-c2cccnc2)n(C2CC2)c1=O)c1cccc(C(F)(F)F)c1	-4
O=C(Nc1nc(CC(=O)N2CCCc3ccccc32)cs1)C1CC1	5
COc1ccc(C(=O)N2CCN(c3ccc(-c4cccs4)nn3)CC2)c(OC)c1	-10&17
Cc1cc(OC2CCN(C(=O)c3cncc(Br)c3)CC2)cc(=O)o1	-3
O=C(c1nc2ccccc2s1)N1CCN(C(=O)c2cnn3ccccc23)CC1	-1
CC(C)N(CC#CCNC(=O)COc1ccccc1F)C(C)C	-6
CO[C@@H](CNS(=O)(=O)Cc1cc(F)ccc1F)c1ccc(Cl)s1	-19
COc1ccccc1NC(=O)CS(=O)(=O)c1ccc(Cl)s1	5
O=C(NCCC(O)c1cccs1)c1ccccn1 (stereo not drawn)	-2
C=CCN1C(=O)C(C)(C)COc2cc(NS(=O)(=O)c3ccc(Br)cc3)ccc21	-12
C=CCn1c(SCC(=O)C(C#N)=C(C)N)nc2sc(CC)cc2c1=O	-4
COc1cccc2cc(C(=O)Nc3cc(C)nn3C(C)C)oc12	1
Cc1ccc(N=NC(=CO)C(=O)c2ccncc2)cc1	11
COc1ccc(CCC(=O)NC2CC3CCC(C2)N3S(C)(=O)=O)c(OC)c1OC (stereo not drawn)	-8
Cc1ccc(S(=O)(=O)Nc2ccccc2C(=O)N2CCN(c3nc4c(C)c(C)ccc4s3)CC2)cc1	-8
CC(=O)Nc1ccc(SCc2cccc(Cl)c2)nn1	-2
O=C(NCc1ccccc1)Nc1nccs1	-18
NC(N)=NN=Cc1ccc(OCc2ccccc2Cl)cc1	19
CCOc1ccc(-n2nnnc2CNC(=O)NCc2cccc3ccccc23)cc1	2
COc1ccccc1NC(=O)N1CCC(c2nnc(-c3ccco3)s2)CC1	-4
Cc1ccc(-c2nnc(Nc3ccc(C)c(C)c3)[nH]c2=O)cc1	3
CCN(CC)c1ccc(C=NN2CCN(Cc3ccccc3)CC2)c(O)c1	-9
COc1ccc(Cc2nnc(N)o2)cc1	25
CO[C@@]1(CNS(=O)(=O)c2cccs2)CCSC1	-35
CCOc1ccc(-n2ccn3c(=O)n(Cc4c(F)cccc4Cl)nc3c2=O)cc1	4
Cc1[nH]c(=O)n(C)c(=O)c1CCC(=O)Nc1cccc(F)c1	4
O=C(Nc1cccc(Cl)c1Cl)C1CCCN(c2cc(-n3cccn3)ncn2)C1 (stereo not drawn)	-12
O=C(CC1CCCCN1S(=O)(=O)c1ccccc1)NCc1ccc(Cl)cc1 (stereo not drawn)	25
Cc1cccc([C@H]2NC(=O)NC3=C2C(=O)N(CCC2=CCCCC2)C3)c1	3

New compounds follow
SMILES	SSB-PriA inh
COc1cccc(-c2nnc3ccc(OCCNC(=O)Nc4cccs4)nn23)c1	13
O=C1NCCc2ccc(NS(=O)(=O)c3ccc(N4CCCCS4(=O)=O)cc3)cc21	-16
O=[N+]([O-])c1ccc(NN=C2CC3CC=CC23)cc1 (stereo not drawn)	22
COc1cc(C)c(C)cc1S(=O)(=O)NCCc1sc(-c2ccc(Cl)cc2)nc1C	4
CN(C)c1nc(Oc2ccccc2)ncc1NC(=O)Nc1ccccc1	18
O=C(NC1CCN(c2cc(C(F)(F)F)ncn2)CC1)c1c[nH]c2ccccc12	4
O=C1CCC(=O)N1CN1CCCc2ccccc21	-9
COc1cccc(NC(=O)c2c(O)c3ccccc3n(-c3ccccc3)c2=O)c1	-13
COc1ccc(C(=O)NCC2CCN(S(=O)(=O)c3cccnc3)CC2)cc1F	-2
O=C(NN=Cc1cc(Br)c(O)c([N+](=O)[O-])c1)C(O)(c1ccccc1)c1ccccc1	0
O=C(COc1ccccc1F)N(CCc1ccccc1)Cc1ccccn1	6
CSc1cccc(NC(=O)C(=O)NCCN2CCN(c3ccccc3)CC2)c1	-5

Compounds above that have fluorine, in the order listed:
SMILES	SSB-PriA inh
COc1cc(OC)cc(C(=O)NCCOc2ccc3nnc(-c4cccc(F)c4)n3n2)c1	-10
O=C(Nc1cccc(C(F)(F)F)c1)c1cc2cc([N+](=O)[O-])ccc2o1	5
COc1ccc(C=NNC(=O)c2ccc(F)cc2)cc1COc1ccccc1C(N)=O	1
O=C(NCCn1nc(-c2cccnc2)n(C2CC2)c1=O)c1cccc(C(F)(F)F)c1	-4
CC(C)N(CC#CCNC(=O)COc1ccccc1F)C(C)C	-6
CO[C@@H](CNS(=O)(=O)Cc1cc(F)ccc1F)c1ccc(Cl)s1	-19
CCOc1ccc(-n2ccn3c(=O)n(Cc4c(F)cccc4Cl)nc3c2=O)cc1	4
Cc1[nH]c(=O)n(C)c(=O)c1CCC(=O)Nc1cccc(F)c1	4
O=C(NC1CCN(c2cc(C(F)(F)F)ncn2)CC1)c1c[nH]c2ccccc12	4
COc1ccc(C(=O)NCC2CCN(S(=O)(=O)c3cccnc3)CC2)cc1F	-2
O=C(COc1ccccc1F)N(CCc1ccccc1)Cc1ccccn1	6

(next part)
| Structure | SSB-PriA inh |
| --- | --- |
| O=C(Cc1c(F)cccc1Cl)N1CCC(N2CCCC2COCc2ccccc2)CC1 (stereo not drawn) | -15 |
| O=C(CCCn1nc(-c2ccco2)ccc1=O)Nc1ccccc1C(F)(F)F | -3 |
| COc1ccc(C)cc1S(=O)(=O)Nc1ccc(C)c(N2CCCCC2=O)c1 | -9 |
| CC(=O)N1N=C(c2ccccc2NS(C)(=O)=O)C[C@H]1c1cccc2cccnc12 | -9 |
| CC(=O)N1CCC(C(=O)NC2CC(=O)N(C3CC3)C2)CC1 (stereo not drawn) | -5 |
| Cc1nc(C(=O)NCc2cc(-c3ccco3)on2)cs1 | -2 |
| ON=Cc1ccccc1OCc1ccccc1Cl | -8 |
| O=S(=O)(Cc1ccccc1)N1CCN(Cc2nc(-c3ccccc3)cs2)CC1 | -9&3 |
| Cc1c(Cl)cccc1NC(=O)C1CCN(c2cc(C3CC3)ncn2)CC1 | 17 |
| Cc1ccc(S(=O)(=O)N2CCC[C@H]2C(N)=O)cc1 | 1 |
| CCN(CC)S(=O)(=O)c1ccc(NC(=O)c2oc3c(c2C)C(=O)CC(C)(C)C3)cc1 | -4 |
| COc1cc(C=NOCC(=O)NC2CCCCC2)ccc1OCc1ccccc1 | -1 |
| C[C@H]1CCc2c(sc(NC(=O)c3cccc(NS(=O)(=O)c4ccc(F)cc4)c3)c2C(N)=O)C1 | -7 |
| COc1cc(OC)c(NC(=O)Cn2ncn3nc(-c4ccccc4)cc3c2=O)cc1Cl | -6 |
| O=C(NCc1cccs1)N1CCC(c2ccsc2)CC1 | -20 |
| O=C(CC1CCCCN1S(=O)(=O)c1ccc(F)cc1)Nc1ccccc1Cl (stereo not drawn) | 9 |
| Cc1nc(-c2ccco2)sc1CNC(=O)c1ccc(S(=O)(=O)N2CCOCC2)cc1 | -5 |
| COC(=O)c1ccc2c(=O)n(CC(=O)NCCN3CCN(c4ccccc4)CC3)c(=S)[nH]c2c1 | 6 |
| COCCNC(=O)Cc1csc(Nc2ccc(OC(F)(F)F)cc2)n1 | -8 |
| CC(=O)C(=NNc1ccccc1[N+](=O)[O-])N1CCCc2ccccc21 | 56* |
| CCOc1ccc(-c2ccc(=O)n(CCNC(=O)CCSc3ccccc3)n2)cc1 | 8 |
| O=C(CSc1nc(=O)n(CCO)c2c1CCC2)NCc1ccccc1Cl | -7 |
| Cc1cc(C)nc(NN=C/C=C/c2ccccc2)n1 | 4 |
| COc1ccc(-c2nc(CCNC(=O)c3cccs3)cs2)cc1OC | -2 |
| CS(=O)(=O)N1CCCC(C(=O)Nc2nc(-c3nc4ccccc4s3)cs2)C1 (stereo not drawn) | -20 |
| N#C/C(=N/Nc1cccc(S(=O)(=O)N2CCOCC2)c1)c1nc2ccccc2[nH]1 | -18 |
| COc1ccccc1NC(=O)C(=O)NCCc1ccc(N(C)C)cc1 | -9 |
| COCCN(Cc1ccsc1)S(=O)(=O)c1cc(C)c(C)cc1OC | 4 |
| CCOC(=O)c1sc(=NC(=O)CS(=O)(=O)c2ccc(F)cc2)n(C)c1C | -10 |
| CS(=O)(=O)N1CCN(C(=O)NCC[C@H](O)C2CCOCC2)C1=O | -17 |
| Cc1cc(C)c(NC(=O)CSc2cn(C)c3ccccc23)c(C)c1 | 4 |
| O=C(NCc1ccc(Cl)cc1)N1CCC(c2ccsc2)CC1 | -16 |
| CCOc1ccc(N2CC(NC(=O)Nc3ccc(OC(F)(F)F)cc3)CC2=O)cc1 (stereo not drawn) | -2 |
| CC(NS(=O)(=O)c1ccc(F)cc1)C(c1cccs1)N1CCN(c2ccc(F)cc2)CC1 (stereo not drawn) | 7 |
| CC(C)NC(=O)Nc1ccc(CN2CCN(C)CC2)cc1 | 5 |
| Cc1cc(S(=O)(=O)N2CCOC23CCNCC3)ccc1F | 4 |
| C#CC(C)(CC)OCC(O)CN1CCN(Cc2ccc3c(c2)OCO3)CC1 (stereo not drawn) | 1 |
| CCCc1nnsc1C(=O)NCCc1nc(-c2ccco2)cn1C | -7 |
| O=S(=O)(N1CCOCC1)N1CCSC(c2ccccc2F)CC1 (stereo not drawn) | -15 |
| Cc1ccc(S(=O)(=O)c2nc(S(C)(=O)=O)sc2NC2CCS(=O)(=O)C2)cc1 (stereo not drawn) | 1 |

Among those listed so far, these have a cyano group.
| Structure | SSB-PriA inh |
| --- | --- |
| C=CCn1c(SCC(=O)C(C#N)=C(C)N)nc2sc(CC)cc2c1=O | -4 |
| N#C/C(=N/Nc1cccc(S(=O)(=O)N2CCOCC2)c1)c1nc2ccccc2[nH]1 | -18 |

(continued)
| Structure | SSB-PriA inh |
| --- | --- |
| O=C(c1ccc(Cl)s1)N(Cc1cccnc1)c1nc2cc3c(cc2s1)OCO3 | -10 |
| COc1ccc(Nc2cc(C)ncn2)cc1 | -2 |
| Cc1ccc(-c2nnn3c2nc(N2CCC[C@H](C)C2)c2ccccc23)cc1 | -6 |
| CN(C)C=Nc1sc2c(c1C#N)CCCC2 | -11 |
| C=CCN1C(=O)C(C)SC1=NS(=O)(=O)c1ccc(Cl)cc1 (stereo not drawn) | -3 |
| COc1cccc(-c2c(C(=O)NN=C(C)COc3ccccc3)nnn2-c2nonc2N)c1 | -2 |
| CC1(C)CC(=O)C(=C(O)Cc2ccccc2)C(=NCCCCCC(=O)O)C1 | 5 |
| Nc1cc(C(F)(F)F)ccc1S(=O)(=O)O | 2 |
| COc1ccc(S(=O)(=O)N2CCN(c3cc(OC(C)C)nc(C)n3)CC2)c(C)c1C | -13&-2 |
| CC(c1ccccc1)N1C(=O)NC(NC(=O)c2ccc(F)cc2)(C(F)(F)F)C1=O (stereo not drawn) | 50 |
| O=c1[nH]nc(SCc2nc(-c3ccc4c(c3)OCO4)no2)n2nc(-c3cccs3)cc12 | -13 |
| Cc1ccc(Cn2c3c(c(=S)[nH]c2=O)CCC3)cc1 | -10 |
| COCCN1CCC(NC(=O)Cc2ccc(OC)c(OC)c2)CC1 | 2 |
| CC(=O)c1ccc(NC(=O)CC(NCc2ccco2)C(=O)O)cc1 (stereo not drawn) | -2 |
| COC1CCN(S(=O)(=O)c2ccc(Br)s2)CC1 | 23 |
| O=C(CSc1ccc(NC(=O)C2CC2)nn1)NC[C@H]1CCCO1 | -14 |
| O=C(NCC[C@H](O)c1cccc2ccccc12)c1cccc(Cl)c1 | 6 |
| CCOC(=O)Cn1cccc(-c2nc(-c3ccsc3)no2)c1=O | 1 |
| Nc1nc(C(=O)O)co1 | -7 |

Screens as filed in PubChem.

Not all compounds are listed; the hit share may differ from the screen's.
